proCasp3 act = activates human procaspase-3. 330,000 tested, 0.11% active. activation, % at 8.5 µM. P42574. recombinant procaspase-3 D3A, Ac-DEVD-pNA absorbance 405 nm;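 active = activation above the mean of all tested compounds plus 3 SD, cut at about 21% in these data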;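 also: 0% = DMSO alone and 100% = DMSO wells spiked with extra 5 µM PC-3 D3A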
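Assay system: Procaspase-3 D3A mutant, all three cleavage aspartates alanine. Buffer or medium: Zinc-free HEPES saline buffer with Triton X-100. Times: 1 h compound preincubation, 2 h substrate hydrolysis at 25 °C. Measured by: 405 nm absorbance of p-nitroaniline, reads at 0 and 120 min. Read-out basis: percent activation relative to control range. Replicates: singlicate.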
PP5 primary = blocks human protein phosphatase 5 activity. AID 1987. 320,000 tested, 0.18% active. purified PP5c, OMFP substrate fluorescence. P53041. inhibition, % at 6.7 µM;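 active = inhibition above the campaign's mean inhibition across all tested compounds plus 3 SD, cut at about 9.5% in these data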;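 also: 0% = DMSO only and 100% = 100 µM cantharidin control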
procasp7 counter = activates human procaspase-7, counter-screen for procaspase-3 activators. recombinant procaspase-7, Ac-DEVD-pNA absorbance 405 nm; D23A/D198A/D206A triple mutant, cannot self-cleave; scale: DMSO 0, 5 µM enzyme 100. activation, % at 8.5 µM. 330,000 tested, 0.093% active. P55210;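 active = percent activation above the screen-wide mean plus 3 SD, cut at about 25% in these data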
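Replicates: singlicate. Assay system: Procaspase-7 triple mutant (PC-7 D3A). Signal: 405 nm absorbance of p-nitroaniline. Times: 1 h preincubation, 2 h reaction. Buffer or medium: Zinc-free HEPES pH 7.4 with 300 mM NaCl, 0.01% Triton X-100. Also added: DEVD-pNA substrate. Benchmarks: DMSO wells as 0%, DMSO with 5 µM added PC-7 as 100%.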
HCV core dimer = blocks dimerization of HCV core protein; inhibition, % at 5 µM; TR-FRET GST/Flag-core106 dimerization, 1536-well; 300,000 tested, 0.33% active;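 active = inhibition above the mean of all tested compounds plus 3 SD, set per screening campaign, cut at about 45% in these data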
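System – GST-tagged and Flag-tagged HCV core protein residues 1-106 · Repeats – one well for each compound · Technique – TR-FRET 671 and 617 nm emission · Doses – one concentration, 5 µM, in 0.5% DMSO · Times – 4 h, 22.5 °C incubation · Also added – Eu donor and XL665 acceptor anti-tag antibodies · Measure – percent inhibition of core106 dimerization signal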
AHR activator = activators of human aryl hydrocarbon receptor. AHR-responsive luciferase reporter cells, luminescence. activation, % at 5 µM. 320,000 tested, 2.5% active; in the data active = activation above about 47%;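 also: 0% = vehicle wells and 100% = reference agonist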
Target sequence (P35869 whole entry, looked up): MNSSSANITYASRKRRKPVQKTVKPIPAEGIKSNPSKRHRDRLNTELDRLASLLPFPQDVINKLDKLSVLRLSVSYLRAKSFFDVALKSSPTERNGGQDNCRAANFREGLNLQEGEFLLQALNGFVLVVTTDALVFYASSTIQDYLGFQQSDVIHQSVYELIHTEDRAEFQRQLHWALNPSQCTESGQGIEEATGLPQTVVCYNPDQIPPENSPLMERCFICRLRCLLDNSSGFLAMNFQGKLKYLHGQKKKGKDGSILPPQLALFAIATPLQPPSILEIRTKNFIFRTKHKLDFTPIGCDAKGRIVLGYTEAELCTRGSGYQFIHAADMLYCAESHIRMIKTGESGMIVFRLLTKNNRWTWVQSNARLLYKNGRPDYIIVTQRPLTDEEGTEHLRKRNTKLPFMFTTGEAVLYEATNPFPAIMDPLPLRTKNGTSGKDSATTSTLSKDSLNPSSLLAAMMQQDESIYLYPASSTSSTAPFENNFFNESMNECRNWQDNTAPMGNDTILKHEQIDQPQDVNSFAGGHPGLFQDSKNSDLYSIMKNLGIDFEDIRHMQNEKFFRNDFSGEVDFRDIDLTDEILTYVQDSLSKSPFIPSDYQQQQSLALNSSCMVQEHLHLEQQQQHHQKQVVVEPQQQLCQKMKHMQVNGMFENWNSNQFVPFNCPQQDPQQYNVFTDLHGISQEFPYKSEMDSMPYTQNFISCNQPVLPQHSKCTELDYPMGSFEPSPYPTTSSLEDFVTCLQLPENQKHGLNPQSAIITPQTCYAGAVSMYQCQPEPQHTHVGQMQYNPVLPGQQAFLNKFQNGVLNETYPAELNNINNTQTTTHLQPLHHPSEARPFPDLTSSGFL
TPT1 inhibitor = inhibitors of Candida albicans tRNA 2'-phosphotransferase TPT1; 300,000 tested, 0.81% active; recombinant caTPT1, FP RNA substrate dephosphorylation; inhibition, % at 5 µM;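 active = inhibition above the mean of all tested compounds plus 3 SD, set per screening campaign, cut at about 24% in these data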;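 also: plate controls were DMSO alone for no effect and ferristatin control at 100 nM for full effect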
PP1 counter = PP1-alpha (human) inhibition in PP5 counter-screen | purified PP1alpha, OMFP fluorescence | inhibition, % at 6.7 µM | 320,000 tested, 0.9% active;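 active = inhibition above the mean inhibition of all tested compounds plus 3 SD, computed separately for each screening campaign, cut at about 15% in these data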
Fh CTSL1 inh = blocks F. hepatica cathepsin L1 in PFM18AAP counter-screen; recombinant F. hepatica cathepsin L1, Z-Leu-Arg-MCA fluorescence; 300,000 tested, 0.49% active; inhibition, % at 5.96 µM;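 active = inhibition above the mean of all tested compounds plus 3 SD, set per screening campaign, cut at about 17% in these data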;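 also: 0% = plate median of test compound wells and 100% = 1 µM Z-Phe-Ala-diazomethylketone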
PAFAH2 inh = PAFAH2 (human) inhibition | Q99487 | recombinant PAFAH2, FP-rhodamine activity probe, fluorescence polarization | inhibition, % at 3.39 µM | 340,000 tested, 0.99% active | AID 492956;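 active = inhibition above the mean over all tested compounds plus 3 SD, cut at about 30% in these data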;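 also: inhibitors block probe labeling of enzyme so polarization drops; 0% = enzyme with DMSO and 100% = wells lacking PAFAH2 protein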
* hit, by the source's call; / = no result given. Rows are unselected, and some 5.6% of all compounds hit somewhere here.

Compound	PAFAH2 inh	procasp7 counter	HCV core dimer	PP1 counter	AHR activator	TPT1 inhibitor	PP5 primary	Fh CTSL1 inh	proCasp3 act
N#Cc1cc2c(nc1SCC(=O)Nc1sc3c(c1C#N)CCC3)CCCCC2	1	11	4	-2	2	1	-0.6	1	4
O=C(CSc1nnc(Cc2ccccc2)n1-c1ccccc1)NNC(=O)Cc1ccccc1	-7	-1	-3	0	-1	0	0.3	-13	-1
O=C(CCNS(=O)(=O)c1cccc2nsnc12)N1CCc2ccccc21	11	3	-9	1	9	2	2.9	0	-2
CN(C)c1ccc(C(CC(=O)c2ccccc2)C2CCCCC2=O)cc1 (stereo unspecified)	0	6	-1	0	5	-1	1.2	-2	4
C#CCOCCOCCOCCNc1nc(N2CCOCC2)nc(N2CCN(C(=O)[C@H](C)n3cc(CCCN=C(N)N)nn3)CC2)n1	7	0	0	3	1	-4	0.3	-3	1
Cc1ccc(C(C)C)c(OCC#CCN2CCOCC2)c1	1	-4	9	0	1	-2	3.8	-3	9
C/C(=N\Nc1nc(C(C)(C)C)cs1)c1ccc(O)cc1	-6	-9	1	0	23	0	-0.3	2	2
CCc1ccccc1NC(=S)N1CCC(C(=O)c2ccc(F)cc2)CC1	4	-3	0	-3	-1	-1	3.3	3	3
O=[N+]([O-])c1ccc(OCc2cn([C@@H](CO)c3ccccc3)nn2)c(Br)c1	0	8	10	3	2	0	0.4	1	0
CCC1(c2ccc(F)cc2)NC(=O)N(CC(=O)N2CCOCC2)C1=O (stereo unspecified)	-1	-4	-7	0	0	-5	0.6	-2	-1
Cc1c(CCCC(=O)O)sc(N)c1C(=O)c1cccc(C(F)(F)F)c1	5	-17	-18	1	5	0	0.7	2	-5
COC(=O)c1ccccc1NC(=O)CSc1nc2ncccc2[nH]1	-2	1	-2	-2	1	1	-0.8	2	2
CCOC(=O)C1(Cc2cccc(F)c2)CCN(Cc2cn(CC)nc2C)CC1	4	7	-4	-3	-1	0	-5.3	7	-2
COc1ccccc1Nc1nc(C)c(C(=O)Nc2ccccc2)s1	4	9	6	-5	-6	-3	3.7	-3	-7
CCC1(CC)Cc2ccccc2-c2nc(CCl)[nH]c(=O)c21	0	7	7	-4	0	2	0.4	-4	4
CCOc1cccc(C(=O)N2CCCN(C)CC2)c1	-5	6	-8	-3	22	-5	-1.7	3	8
CC(=O)c1ccc(NC(=O)Nc2sc(NS(=O)(=O)c3ccccc3)nc2C)cc1	15	-13	-18	1	-1	-4	0.1	2	-2
CC1=C(C(=O)N2CCCCCC2)C2(CCC(C)CC2)OC1=O (stereo unspecified)	-1	4	-5	-1	0	-1	0.9	-1	5
O=C(O)Cn1cc(C(=S)N2CCOCC2)c2ccccc21	-1	-22	-5	-5	0	-1	0.6	1	-4
CCOC(=O)/C(C#N)=C\c1ccc(OCC(=O)Nc2ccc(C)cc2C)c(OC)c1	-1	1	-9	-3	17	1	3.2	-1	5
O=C(CSc1nccn1Cc1ccco1)Nc1ccc(F)cc1	-6	-4	-14	-2	2	1	3.3	-2	-9
CC1CN(C(=O)CCC(=O)NCc2ccc(Cl)cc2)c2ccccc2S1 (stereo unspecified)	-8	1	1	-2	0	-2	0.3	3	-3
CCNC(=S)N1CCN(Cc2ccc3c(c2)OCO3)CC1	-20	1	-6	-2	2	0	0.2	3	4
COc1ccc(/C=N/Nc2nc(-c3ccc(C)cc3)c(NC(C)=O)s2)cc1OC	2	-3	2	-4	31	15	1.2	6	-4
COc1ccc(OC)c2[nH]c(C(=O)O)cc12	-1	-4	-8	-1	1	-4	2.5	-4	6
Cc1ccc(C)c(-n2c(Cc3cccs3)n[nH]c2=S)c1	2	-8	-4	0	-1	-2	1.1	0	-20
O=C(Nc1ccn(Cc2c(F)c(F)cc(F)c2F)n1)c1ccc(COc2ccc(Cl)cc2Cl)o1	-13	-1	2	7	-2	0	9.8*	2	0
COc1ccc(CC(=O)NC(C)c2nnc(SCC(=O)Nc3nc(C)cs3)n2C)cc1 (stereo unspecified)	-4	12	-2	0	-3	3	1.8	-4	-4
CC1CCC(NC(=O)C2CCN(C(=O)Nc3ccccc3)CC2)CC1 (stereo unspecified)	-4	4	/	-4	2	/	2.2	/	-2
CC1(C)CC(=O)C=C(NCc2cccnc2)C1	-2	-6	-7	-3	0	-1	-3.7	0	0
Cc1ccc(N=Cc2nc(/C=C/c3cccc([N+](=O)[O-])c3)oc2O)cc1	4	-5	-1	-1	0	28*	1.4	-1	2
CCOc1ccc(C(C(=O)NC2CCCC2)N(CCCO)C(=O)c2ccc(-c3ccccc3)[nH]2)cc1 (stereo unspecified)	6	-1	-3	-3	6	1	-1.5	10	1
COc1ccc2nc(NC(=O)C3CCCN3S(=O)(=O)c3ccc(C)cc3)sc2c1 (stereo unspecified)	7	-4	16	2	-1	-5	4.7	2	-3
O=C(COC(=O)[C@@H]1CC(O)CN1S(=O)(=O)c1ccc(Cl)c(Cl)c1)NC(=O)NCc1ccccc1 (stereo partly specified)	3	8	/	/	-1	/	/	/	5
O=C(CCCN1C(=O)/C(=C/c2ccc3c(c2)OCO3)SC1=S)Nc1ccc(C(=O)O)cc1	2	-7	-6	4	-20	22	-0.3	9	-9
CCOC(=O)C1CCN(C(=O)C2(NC(=O)Nc3ccccc3C)CCCCC2)CC1	-5	-10	-3	-4	1	0	0.7	-2	4
Cc1ccc(C)c(NC(=O)CSc2ccc(-c3cccs3)nn2)c1	-1	0	2	0	4	-2	-1.0	3	1
CCOC(=O)c1c(NC(=O)CSc2nnc(Cc3csc(N)n3)n2C)sc(C)c1C	-6	5	5	-2	2	-1	0.0	3	6
COc1cc2cnc(CCCC#N)cc2cc1OC	0	-2	/	/	5	/	/	/	0
COc1ccc(F)cc1CN1CCN(C(=O)CCC(=O)Nc2nnc(C(C)C)s2)CC1	-2	1	0	1	1	4	2.1	-2	3
Cc1ccc(S(=O)(=O)NCCCCCC(N)=O)cc1	0	-1	2	0	-1	-2	0.9	4	0
CC(C)Nc1nc(NC(C)C)nc(SCC(N)=O)n1	4	-2	3	-2	0	-2	1.8	1	0
CCOc1ccccc1CNS(=O)(=O)c1ccc(-c2cnc(C3CC3)o2)cc1	-1	3	-6	1	5	-3	4.8	6	4
O=C(CCN1C(=O)c2cccc3cccc(c23)C1=O)N1CCOCC1	3	-7	-2	1	-7	-3	-1.6	8	10
O=C(O)c1ccc(N=Cc2nc(-c3ccco3)oc2O)cc1	82*	-3	-2	0	0	4	-1.4	4	-8
CC1=CCC(/C=N\Nc2nnc3c(n2)[nH]c2ccccc23)CC1 (stereo unspecified)	/	-1	-2	6	55*	2	2.4	2	0
COCCCNCCCOc1ccc(C(C)(C)c2ccccc2)cc1	5	0	-2	3	0	2	-0.4	0	-2
CC(Oc1ccccc1)C(=O)NCc1cccnc1 (stereo unspecified)	4	4	-6	-2	2	-2	-0.3	-2	-2
Cn1ncc(C#N)c1NC(=O)C1CC(c2ccc(Cl)c(Cl)c2)=NO1 (stereo unspecified)	-2	8	-4	3	1	-8	3.3	3	-2
Cc1ccc(S(=O)(=O)N2CCCCC2)cc1C(=O)Nc1ccccn1	6	1	-4	-3	-2	1	2.8	3	3

Next part.
Compound	PAFAH2 inh	procasp7 counter	HCV core dimer	PP1 counter	AHR activator	TPT1 inhibitor	PP5 primary	Fh CTSL1 inh	proCasp3 act
CSc1nc(-c2ccccc2)c(C#N)c(=O)n1C	0	-3	2	-1	9	-6	2.3	-3	1
O=C(CCc1nc2ccccc2c(=O)[nH]1)Nc1ccc(Cl)c(Cl)c1	-19	0	8	1	16	6	1.3	0	-4
COc1cccc(C2C=C(Nc3ccccc3)C(=O)N2c2ccccc2)c1 (stereo unspecified)	-4	1	8	9	2	3	-0.7	-1	-3
CC1Oc2ccccc2OC1C(=O)Nc1nccs1 (stereo unspecified)	5	3	12	0	80*	-3	0.7	2	-1
CC(C)c1ccc(S(=O)(=O)c2n[nH]n3c2nc(=O)c2ccccc23)cc1	10	10	6	0	2	2	-2.5	3	7
CCCCn1c(=O)[nH]c(=O)c2c1nc(-c1ccccc1F)n2Cc1ccccc1	6	-3	0	6	-2	-5	1.7	3	6
CCCCc1nnc(NC(=O)Cn2cnc3ccccc3c2=O)s1	1	7	0	-2	0	-1	-1.4	0	1
Cc1cccc(N2CC(C(=O)Nc3ccc4c(c3)OCCO4)CC2=O)c1C (stereo unspecified)	3	5	14	-2	2	2	-0.5	2	2

High-throughput results: PubChem, The Scripps Research Institute Molecular Screening Center
